# Screens from PubChem BioAssay.
# GPT2 inhibitor = inhibitors of human GPT2 alanine aminotransferase | Q8TD30 | Potency, µM (highest dose often 57.7 µM), for inactives: at the highest dose activity change, negative = inhibition, usual class: inhibitors | 100,000 compounds, 0.25% hits | Recombinant GPT2, coupled pyruvate oxidase/HRP Amplex Red fluorescence; further: potency means the concentration at half of the fitted maximal effect; nearly all actives have a fitted effect of over 60% in size; many of its hits are not listed in these tables
# Target sequence (Q8TD30 whole entry, looked up): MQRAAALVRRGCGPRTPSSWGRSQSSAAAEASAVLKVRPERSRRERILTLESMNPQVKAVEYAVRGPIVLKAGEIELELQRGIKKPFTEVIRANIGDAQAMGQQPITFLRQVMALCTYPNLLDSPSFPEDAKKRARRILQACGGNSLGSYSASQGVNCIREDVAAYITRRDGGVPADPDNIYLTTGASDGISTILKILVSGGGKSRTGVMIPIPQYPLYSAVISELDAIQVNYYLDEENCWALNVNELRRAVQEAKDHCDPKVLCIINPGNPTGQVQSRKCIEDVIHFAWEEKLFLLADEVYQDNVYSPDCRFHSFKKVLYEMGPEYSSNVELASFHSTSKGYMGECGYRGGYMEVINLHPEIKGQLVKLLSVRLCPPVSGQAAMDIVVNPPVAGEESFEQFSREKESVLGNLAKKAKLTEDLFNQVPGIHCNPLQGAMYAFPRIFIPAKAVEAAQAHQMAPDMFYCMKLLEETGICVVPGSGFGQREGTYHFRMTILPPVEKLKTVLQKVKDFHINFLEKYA
#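 Recombinant GPT2 (10ng/uL) with 250uM a-KG and 2mM L-alanine, 30 min at room temperature, in HEPES pH 7.5 buffer. Pyruvate detected by pyruvate oxidase/HRP/Amplex Red fluorescence after 30 min in the dark; AOA (50uM) as positive control.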
# FLuc inh = Photinus pyralis luciferase inhibition; P08659; purified P. pyralis luciferase, luminescence, biochemical; Potency, µM (top dose mostly 115 µM), without a hit: top-dose activity change, negative = inhibition, actives largely listed as inhibitors; 76,000 compounds, 2.5% hits; AID 1347043; further: potency means the concentration at half of the fitted maximal effect; nearly all actives have a fitted effect of over 65% in size
#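 Inhibitors were tested against purified firefly luciferase in a biochemical, low-substrate format (both substrates at 10uM) and luminescence measured with a CCD imager.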
# SNCA expr inhib = reduces expression of the alpha-synuclein gene. HEK-293 SNCA-luciferase knock-in, luminescence, 24 h. Potency, µM (doses to about 57.2 µM), inactives show at the top dose activity change, negative = inhibition, hits mostly inhibitors. 140,000 compounds, 0.17% hits. AID 1671194;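 further: potency means the concentration at half of the fitted maximal effect; plate controls were DMSO cells for no effect and cell-free wells for full effect; nearly all actives have a fitted effect of over 45% in size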
# IP6K1 inh = blocks human inositol hexakisphosphate kinase 1 | 140,000 compounds, 0.81% hits | Q92551 | IP6K1 kinase, ADP-Glo luminescence, 2 h; hits give low values | activity change, % (series mostly up to about 58 µM); in the data active means activity change below about -25%
# Target sequence (Q92551 whole entry, looked up): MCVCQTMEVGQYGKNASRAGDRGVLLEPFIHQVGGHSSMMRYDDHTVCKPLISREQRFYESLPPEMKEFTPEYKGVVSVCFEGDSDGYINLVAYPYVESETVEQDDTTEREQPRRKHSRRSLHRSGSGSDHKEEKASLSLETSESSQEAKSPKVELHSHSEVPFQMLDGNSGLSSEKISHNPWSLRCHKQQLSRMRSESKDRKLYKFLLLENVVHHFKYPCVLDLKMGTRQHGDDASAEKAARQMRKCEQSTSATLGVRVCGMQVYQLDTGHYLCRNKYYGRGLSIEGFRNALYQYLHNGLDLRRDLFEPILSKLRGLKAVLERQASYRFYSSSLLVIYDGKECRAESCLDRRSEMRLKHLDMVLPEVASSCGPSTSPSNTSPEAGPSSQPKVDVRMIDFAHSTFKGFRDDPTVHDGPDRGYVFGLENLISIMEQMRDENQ
#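 ADP-Glo luminescence measures ADP made by human IP6K1 during a 2 h RT reaction with ATP/IP6 (mix at 1.3 mM/130 uM); top library doses 57.5 and 19.1 uM final.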
# SNCA viab count = cell viability loss counter-screen. HEK-293-SNCA-luc viability, GF-AFC fluorescence, 24 h. Potency, µM (top dose mostly 57.1 µM), for the others: at the highest dose activity change, negative = cytotoxicity, most hits filed as cytotoxic. 150,000 compounds, 0.12% hits. AID 1671193;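 further: potency means the concentration at half of the fitted maximal effect; 0% = DMSO-treated cells and -100% = medium-only wells without cells; nearly all actives have a fitted effect of over 30% in size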
#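 Cytotoxicity counterscreen: after 24 h compound treatment of genome-edited SNCA-luciferase HEK-293 cells, live-cell protease substrate GF-AFC read by fluorescence after 30 min; activity scaled between DMSO (0%) and medium-only (-100%), curves Hill-fitted.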
# HEK cytotox = cytotoxic compounds in HEK 293 cells; HEK 293 viability, ATP luminescence (CellTiter-Glo), 48-72 h; Potency, µM (titrated, usually from 115 µM), without a hit: top-dose activity change, negative = cytotoxicity, usual class: inhibitors; 94,000 compounds, 6.6% hits; further: potency means the concentration at half of the fitted maximal effect; nearly all actives have a fitted effect of over 60% in size
#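 ATP-coupled CellTiter-Glo luminescence served as viability read-out, recorded 10 min after reagent addition at room temperature. HEK 293 cells, 250 cells/well, had been incubated with pintool-transferred compound for 48 or 72 hr at 37 degree Celsius.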
# 3T3 cytotox = NIH 3T3 cell cytotoxicity. NIH 3T3 viability, CellTiter-Glo ATP luminescence, 48-72 h. 94,000 compounds, 4.3% hits. Potency, µM (top dose mostly 96.7 µM), for the others: at the highest dose activity change, negative = cytotoxicity, actives largely listed as inhibitors; further: potency means the concentration at half of the fitted maximal effect; nearly all actives have a fitted effect of over 55% in size
#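 First NIH 3T3 cells are plated at 400 cells/well; next compound is pinned in; then plates incubate 48 or 72 hr at 37 °C; finally CellTiter-Glo is added and luminescence read after 10 min.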
# Active calls of the source: *; i = inactive; ? = inconclusive; . = not tested or not shown; & = joins results of further samples; [ ] = dose if it differs, or a comment. Unless noted, the call rests on the fitted dose curve; in most records, active means well fitted curve in the direction sought with a large enough effect; inconclusive means small, poorly fitted or top-dose-only effect, or another doubt; inactive means no such curve, though single readings can be large; an effect the other way counts as inactive or inconclusive. Unless noted, on the % scale 0 is the no-effect control and ±100 the full control effect. An excerpt; the hit share may differ from the screen's.
# The opening four compounds, ahead of the listing:
SMILES,GPT2 inhibitor,FLuc inh,SNCA expr inhib,IP6K1 inh,SNCA viab count,HEK cytotox,3T3 cytotox
C#CCNC(=O)CC[C@H]1CNC(=O)[C@@H]2[C@@H](CCN2Cc2ccc(C(F)(F)F)cc2)N1C,i,1.5%,15.2%,-0.5,-6.7%,-22.1%,-4.5%
Cc1ccccc1NC(=O)Cn1c(=O)n(Cc2ccc3c(c2)OCO3)c(=O)c2ccc(C(=O)NC3CCCCC3)cc21,.,.,29.0%,9.5,9.4%,.,.
O=c1c(-c2cc(-c3ccccc3)nc3c2COc2ccc(Cl)cc2-3)coc2ccccc12,.,.,-1.3%,9.5,-4.8%,.,.
NC1(Cc2cc(COc3ccccc3)on2)COC1,i,-0.7%[230 µM],3.7%[87.6 µM],-14.4,-4.0%[87.6 µM],3.7%[230 µM],4.2%[230 µM]

# The list itself, previewed entries included:
SMILES,GPT2 inhibitor,FLuc inh,SNCA expr inhib,IP6K1 inh,SNCA viab count,HEK cytotox,3T3 cytotox
C#CCNC(=O)CC[C@H]1CNC(=O)[C@@H]2[C@@H](CCN2Cc2ccc(C(F)(F)F)cc2)N1C,i,1.5%,15.2%,-0.5,-6.7%,-22.1%,-4.5%
Cc1ccccc1NC(=O)Cn1c(=O)n(Cc2ccc3c(c2)OCO3)c(=O)c2ccc(C(=O)NC3CCCCC3)cc21,.,.,29.0%,9.5,9.4%,.,.
O=c1c(-c2cc(-c3ccccc3)nc3c2COc2ccc(Cl)cc2-3)coc2ccccc12,.,.,-1.3%,9.5,-4.8%,.,.
NC1(Cc2cc(COc3ccccc3)on2)COC1,i,-0.7%[230 µM],3.7%[87.6 µM],-14.4,-4.0%[87.6 µM],3.7%[230 µM],4.2%[230 µM]
COc1ccc2c(c1)c(CN1CCCC(c3[nH]ccc3C(N)=O)C1)cn2C (stereo not drawn),i,8.6%,-2.4%,22.0,1.4%[12.5 µM],?,-23.7%
CCc1noc(-c2ccn3c(CNC(=O)c4ccc(C)c(C)c4)nnc3c2)n1,4.2%,-3.6%,-22.6%,7.3,10.3%,-3.2%,-14.4%
CCOc1ccc(C(=O)N2CCC[C@H]2c2nc(-c3ccccc3Cl)no2)cc1,-2.5%,?,98.8%[activator],-1.3,?,?,20µM*
COC(=O)c1cn([C@H]2CO[C@H]3[C@@H]2OC[C@@H]3NCc2ccco2)nn1,-1.6%[88.5 µM],3.1%[172 µM],10.1%[87.6 µM],-12.7,-7.3%[87.6 µM],-2.9%[172 µM],-1.2%[174 µM]
CC(C)CCNC(=O)N1CCC2(CC1)CC(N(Cc1ccc(F)cc1)C1CC1)CCO2 (stereo not drawn),-18.6%,-8.7%,-25.0%,11.6,-5.3%,?,?
CC(C)NC(=O)N(C1CC1)C1CCOC2(CCN(C(=O)c3ccc4nc[nH]c4c3)CC2)C1 (stereo not drawn),i,-2.5%,21.4%,6.1,4.9%,4.2%,-2.4%
Cc1ccc(N2C(=O)CS(=O)(=O)C23C(=O)Nc2ccccc23)cc1C (stereo not drawn),.,.,?,-2.1,-3.6%,.,.
COc1cccc(N2C(=O)NC(=NC3CCCCC3)C23CCN(C(=O)c2ccccc2F)C3)c1 (stereo not drawn),3.7%,2.1%,-4.0%&-18.9%,-3.3&-7.0,-13.6%&6.6%,-1.8%,?
Cc1cccc(NC(=O)COc2ccc(-c3nn(C)c(=O)c4ccccc34)cc2)c1,.,.,-10.3%,-3.9,-19.1%,.,.
CCn1c(-c2ccccc2)nn(CC(=O)NCc2noc(-c3ccco3)n2)c1=O,i,6.3%,?,7.2,5.2%,0.8%,2.9%
N#Cc1cccc(C(=O)Nc2ccc([C@H]3OCC(=O)N(Cc4ccccc4)[C@@H]3CO)cc2)c1,i,1.1%,-0.2%,14.6,3.1%,-23.9%,-18.7%
CN(C)C[C@@H]1CN(c2ncccn2)C[C@H]1NC(=O)COc1ccc(Cl)cc1,i,3.5%,0.4%,4.7,-13.8%,0.3%,-5.8%
CNc1nccc(N2CCC(CC(=O)NCCN3CCOCC3)CC2)n1,i,2.1%,3.8%,5.3,6.4%,-6.4%,i
CSCC(=O)N1CCCC(CCc2cccc(F)c2)C1 (stereo not drawn),?,?,4.9%,9.2,-7.5%,20µM*,?
CCc1ccc(NC(=O)C2CCN(C(=O)N3CC(CC)Oc4ccccc43)CC2)cc1 (stereo not drawn),.,.,-4.0%,11.9,5.0%,.,.
COCCN1CC2(CCCN(c3cc(C)c4ccccc4n3)C2)CCC1=O (stereo not drawn),-0.2%[11.5 µM],1.5%,24.4%,-3.9,2.9%,-0.8%,2.7%
CCN(CC)S(=O)(=O)c1ccc(OC)c(NC(=O)c2sc3ccccc3c2Cl)c1,.,.,3.0%,-11.0,?,.,.
CCOc1cccc2c1OC[C@@H]1CN(CCOC)C(=O)CCN(C(=O)c3ccccc3)[C@H]21,.,.,.,-6.1,.,-17.6%,?
O=C(Nc1cccc(C(F)(F)F)c1)c1cnc2c(c1)N(Cc1ccccc1)CCC2,-7.5%[88.5 µM],3.8%[172 µM],-27.9%[87.6 µM],1.6,-16.1%[87.6 µM],63.1µM*,31.6µM*
N#Cc1ccc(C(=O)N2CC[C@@H](CC(=O)O)[C@@H](CC3=NCCc4ccccc43)C2)cc1,i,?,31.2%[activator][87.6 µM],3.1,1.3%[87.6 µM],-12.5%[172 µM],?
CN1C[C@@H](NS(=O)(=O)Cc2ccccc2)C[C@H]1c1nc(Cc2ccccc2)no1,?,-10.7%[172 µM],-12.1%[87.6 µM],-7.6,?,?,-10.7%[174 µM]
COc1cc(F)ccc1-c1cc2c(ccn2CC2CCN(C)CC2)c(N2CCOCC2)n1,0.9%[88.5 µM],5.1%[172 µM],-18.3%[87.6 µM],10.9,-12.3%[87.6 µM],100µM*,70.8µM*
Cc1ccccc1N1CCN(C(=O)c2ccc3c(c2)N(C)C2CCCCCN2C3=O)CC1 (stereo not drawn),i,-4.4%,?,-11.0,-8.9%[12.5 µM],44.7µM*,?
COc1cccc(C(=O)NCc2nnc3ccc(-c4ccc(C)cc4)nn23)c1OC,4.7%,4.3%,-14.6%,-20.0,-17.8%,?,-40.0%
Cc1ncccc1C(=O)N1CCC2(CC1)NCCc1c2[nH]c2ccccc12,i,2.3%,-0.2%,12.7,-4.9%[12.5 µM],-10.7%,-14.0%
Cc1cc(C)c(S(=O)(=O)NCCc2cc3ccc(C)c(C)c3[nH]c2=O)c(C)c1,.,.,-3.1%,41.7,8.5%,.,.
CCC1(O)CCC12CCN(C(=O)CCc1ccc(OC)cc1)CC2 (stereo not drawn),1.3%,.,-8.3%,1.3,7.3%,i,-1.7%
O=C(NC1CCCN(c2cc(-c3ccccc3)[nH]n2)C1)c1ccsc1 (stereo not drawn),i,?,90.2%[activator],11.9,-15.6%,?,?
OC[C@@]1(O)CO[C@H](OC[C@H]2O[C@@H](OC(CCCCc3ccc(O)cc3)CCc3ccc(O)cc3)[C@H](O)[C@@H](O)[C@@H]2O)[C@@H]1O (stereo partly drawn),-11.7%[17.1 µM],.,.,-4.3,-5.5%[23.9 µM],.,.
CCS(=O)(=O)NCC1(COc2cccc(C)n2)C[C@@H](O)[C@@H](O)C1 (stereo partly drawn),-4.3%[88.5 µM],1.9%[172 µM],-7.4%[87.6 µM],3.5,-5.9%[87.6 µM],i,-0.6%[174 µM]
Cc1nnnn1Cc1ccc(C(=O)N2CCc3nc(-c4cn[nH]c4)[nH]c3C2)cc1,1.1%,1.7%,-4.4%,4.6,8.6%,3.6%,i
FC(F)(F)c1ccc(CN2CCC3(CC2)CC(c2cccc(C(F)(F)F)c2)=NO3)cc1,i,-1.2%,-7.2%,0.7,-1.5%,-1.7%,-6.5%
O=C(NCc1ccccc1F)c1ccc2oc(-c3ccncc3)nc2c1,-12.3%,.,19.2%,20.6,3.5%,?,-35.1%
CS(=O)(=O)N1CCC(Cc2ccc(C(=O)NCCN3CCOCC3)cc2)CC1,-4.0%,-0.4%,-6.9%,-9.4,-28.6%,i,3.7%
CCCC(O)c1nc2ccccc2n1CCCCOc1ccc(OC)cc1 (stereo not drawn),.,.,?,23.9,?,.,.
CN(CC1COCCO1)S(=O)(=O)Nc1ccc2ccc3ncc(-c4cnn(C)c4)cc3c(=O)c2c1 (stereo not drawn),i,.,.,-4.0,?,.,.
COc1ccc(N2CC(c3noc(-c4ccc(F)cc4)n3)CC2=O)cc1OC (stereo not drawn),-4.1%,-8.1%,-14.3%,0.8,-1.2%,?,-16.7%
CCc1noc(-c2ccn3c(CNC(=O)c4cc(Cl)ccc4F)nnc3c2)n1,i,0.3%,5.9%,33.6,10.8%,-8.5%,-4.3%
CCOc1ccc(C(=O)NC2CCN(C(=O)c3cc4c(=O)[nH]c(C)cn4n3)CC2)cc1,-9.4%,-8.9%,12.9%,7.9,12.8%,-1.0%,-0.4%
COc1ccc2c(c1)-c1nc(NC(=O)c3cccc(Br)c3)sc1CC2,.,.,-8.7%,-2.1,6.0%,.,.
CC(C)NC(=O)NC[C@H]1O[C@@H](CC(=O)N(C)Cc2ccccc2)[C@H](O)[C@@H]1O,-3.3%[88.5 µM],-3.7%[172 µM],-2.5%[87.6 µM],-11.5,-1.4%[87.6 µM],i,-11.0%[174 µM]
COCCO[C@H]1C(=O)N(C2CCN(Cc3ccncc3)CC2)[C@H]1c1ccncc1,-29.4%,.,4.9%,10.2,3.2%,i,-12.0%
O=C(O)CCCNc1cc(N2CCN(C3CCCCC3)CC2)c2noc3c2c1C(=O)c1ccccc1-3,.,.,?,-33.7*,?,.,.
CCCS(=O)(=O)N1CCCCC1c1nc(-c2cnccn2)n[nH]1 (stereo not drawn),i,4.7%,-18.5%,-5.6,?,20.6%,i
O=C1NCc2ccccc2CC12CCN(Cc1ccc(F)cc1O)C2 (stereo not drawn),i,.,6.9%,-9.2,0.1%,?,-19.7%
CCn1c2ccccc2c2nnc(SCC(=O)Nc3ccccc3OC)nc21,.,.,-12.5%,1.1,5.6%,.,.
CS(=O)(=O)Nc1ccc(C2(C(=O)NCc3ccccc3F)CCCCC2)cc1,0.2%,-3.0%,-2.9%,5.5,10.6%,?,-27.1%
CC(C)CC(=O)NCC1Cn2cccc2CN1Cc1ccccc1 (stereo not drawn),i,.,59.7%[activator],-10.1,1.0%,-15.5%,?
Cc1ccc2oc(=O)c3cc(C(=O)NCCc4ccc(Cl)cc4)sc3c2c1,.,.,2.2%,4.9,0.9%,.,.
COc1ccc(C(CNC(=O)c2oc3ccc(Cl)cc3c2C)N2CCCCC2)cc1 (stereo not drawn),.,.,-2.8%,-6.8,1.7%,.,.
COc1ccc(NC(=O)CC[C@H]2NC(=O)c3ccccc3NC2=O)cn1,i,-9.7%,30.7%[activator],23.2,6.0%,3.0%,i
